RMI-FANCM inh: RMI-FANCM interaction inhibition. Fluorescence polarization, RMI core complex with F-MM2 peptide; hits give low values. FP signal (polarization) at 33 µM. 70,000 tested, 0.58% active. AID 1159607; in the data active means FP signal below about 40; further: inactives centre near 61; strong numbers were not always called active; unit not given here
The depositor's hits bear a star; & = joins results of further samples. Not all compounds are listed; count on the stated rates, not on these rows.

SMILES,RMI-FANCM inh
O=C(NNC(=O)c1c(F)cccc1Cl)c1ccc(=O)n(Cc2ccc(Cl)cc2)c1,60
Cc1cc(=O)c2c(O)c3c(cc2o1)OC(C)(C)CC3,62
COc1c(/C(N)=N\O)cc(C)c2c1CCC2,53
CS(=O)(=O)CC(=O)NC1CCCCC1,58
Cc1cc(N2CCN(C3=NCC(C)(C)S3)CC2)n2c(nc3ccccc32)c1C#N,58
CCOC(=O)N1CCC(NC(=O)CCc2csc(NC(=O)Nc3ccccc3)n2)CC1,61
Cn1nnc2c(C(N)=O)ncn2c1=O,62
Cn1c(C2CCN(S(C)(=O)=O)CC2)nn(Cc2ccc(F)cc2)c1=O,61
O=S(=O)(NCCCN1CCOC(c2ccccc2)C1)c1ccc2ccccc2c1 (centres undefined),74
COc1ccccc1CNC(=O)Cn1c(C)cc(C)c(-c2nc(-c3ccc(C)cc3)no2)c1=O,70
COc1ccc(/C=N\NC(=O)c2ccncc2)cc1O,66
O=C(c1ccno1)N(CCn1cccn1)c1nc2ccccc2s1,61
Cc1cc(=O)[nH]c(-n2nc(C)c(CCC(=O)Nc3ccc(Oc4ccccc4)cc3)c2C)n1,62
CC(C)(C)c1nnc(NNC(=O)c2ccccc2)[nH]c1=O,53
CN(CC1CCCO1)S(=O)(=O)c1ccc(C(=O)Nc2nc3c(s2)CSc2ccccc2-3)cc1 (centres undefined),62
COc1ccc(N2CCN(CCNC(=O)COc3ccc(Cl)cc3)CC2)cc1,65
Cc1cc(NC(=O)COc2ccc(Cl)cc2)n(C)n1,63
O=C1CSC(=O)N1,59
CCOC(=O)c1cc(C(=O)OCC)c(C(F)(F)F)nc1/C=C/N(C)C,62
Cc1cc(C)c(S(=O)(=O)NCCn2nc(C)c(Cl)c2C)c(C)c1,63
CC(C)N1CC(c2nc3ccccc3[nH]2)CC1=O (centres undefined),64
O=C(Nc1ccc2c(c1)CCCN2S(=O)(=O)c1ccc(F)cc1)c1cccc(Cl)c1,60
CCOc1cn(C)c(C(=O)Nc2nc(C)cs2)cc1=O,62
CCOc1ccc(/C=C/C(=O)c2oc3ccc(F)cc3c2C)cc1OC,106
Cc1nc(-c2ccc(Cl)cc2)sc1CCNS(=O)(=O)CCc1ccccc1,56
CCCN1CSC(=S)N(CCC)C1,56
Cc1c(Cc2ccccc2)sc(N)c1C(N)=O,63
Cc1cc(NC(=O)Cn2nc(-c3ccco3)ccc2=O)no1,54
O=C(Nc1ccc(-c2nc3ccccc3o2)cc1)c1cc(-c2ccccc2)nc2ccccc12,62
CN(C)c1ccc(CCCNC(=O)C(=O)NCc2ccc3c(c2)OCO3)cc1,83
CC(=O)NC(Nc1nnc(-c2ccccc2)s1)C(Cl)(Cl)Cl (centres undefined),59
CCc1ccc(/C=C/C(=O)Nc2ccccc2C(=O)OC)o1,66
O=C1Nc2ccccc2/C1=C/c1cn[nH]c1-c1cccs1,39
Cc1nc(C(F)(F)F)ccc1NC(=O)/C=C\C(=O)O,58
CC(C)c1ccc(-c2csc(NC(=O)c3ccnn3C)n2)cc1,68
CSc1ccc(NC(=O)Cc2ccc(F)cc2)nn1,66
O=C(c1cc([N+](=O)[O-])ccc1Cl)N1CCN(c2ncnc3c2nnn3Cc2ccccc2)CC1,55
COC(=O)CSCc1n[nH]c(=O)c2ccccc12,60
O=C(COC(=O)c1cc2cc(Br)cc(Br)c2oc1=O)c1cccs1,62
CC(C)(C)c1cc(NS(=O)(=O)c2c(Cl)cccc2Cl)cc(C(C)(C)C)c1,71
Cc1ccc2[nH]c3c(=O)n(CC(=O)N4CCN(c5ccccc5F)CC4)cnc3c2c1,101
Cc1cc(=O)[nH]c(SCc2ccccc2)n1,60
CN(C(=O)COc1ccc(Br)cc1Br)C1CCS(=O)(=O)C1 (centres undefined),52
CSc1nnc(CCCc2nnc(SC)o2)o1,46
Cn1nccc1C(=O)N(CC1CCCO1)c1nc2c(Cl)cccc2s1 (centres undefined),66
CC(C)c1ccc(OCC(=O)N2CCN(c3nccn3C)CC2)cc1,68
O=C(Nc1ccccc1)OCCNC(=O)c1cccnc1,64
O=C(COc1ccc(F)cc1)NCCCn1nc(-c2ccncc2)ccc1=O,66
O=C(CN1C(=O)/C(=C/c2ccccc2Cl)N=C1c1ccccc1)c1ccccc1,75
O=[N+]([O-])/C=C/c1ccsc1,64
O=c1[nH]c(-c2cccs2)nc2ccccc12,51
O=[N+]([O-])c1cccc(S(=O)(=O)Nc2cccnc2)c1,68
O=c1c2ccc(Cl)cc2nc2sc(Nc3ccc(F)cc3F)nn12,66
O=S(=O)(NCC1CCCO1)c1ccc(-c2ccc(Cl)cc2)cc1 (centres undefined),52
CCOC(=O)CN1C(c2ccccc2F)Nc2ccc(Br)cc2C1c1ccccc1 (centres undefined),27*
COc1ccc(CCNC(=O)Cn2c(C)cc(C)c(-c3nc(-c4ccccc4)no3)c2=O)cc1OC,76
COc1ccc(CCN2C(=O)CC(N3CCN(c4ccc(F)cc4)CC3)C2=O)cc1OC (centres undefined),61
CC(C)CN(C1CCS(=O)(=O)C1)S(=O)(=O)c1ccc(Cl)c([N+](=O)[O-])c1 (centres undefined),53
NC(=S)NNc1ccc(S(N)(=O)=O)cc1,60
O=C(NCCn1nc(-c2ccccc2)ccc1=O)c1cccs1,58

(continued)
SMILES,RMI-FANCM inh
Cc1cccn2c(=O)c(/C=C3\SC(=S)N(C)C3=O)c(NCc3ccc4c(c3)OCO4)nc12,42
COc1cccc(C(=O)Nc2ccc(-c3ccc4nnc(C)n4n3)cc2)c1OC,84
O=c1[nH]c(=S)[nH]nc1-c1ccccc1,65
CN(C)c1nc2ccc(O)cc2s1,56
O=C(O)c1ccc(CSc2nc(-c3ccc(Cl)cc3)cs2)o1,67
C/C=C\C(=O)NCc1ccc2c(c1)cc(C)n2C,58
Clc1cccc(-c2nnc(-c3ccno3)o2)c1,50
CCOC(=O)c1nn(-c2ccc(F)cc2)c(=O)cc1N1CCc2ccccc2C1,55
COc1ccc(CCC(=O)NCCOc2ccccc2)cc1,61
O=C(NCCn1nc(-c2cccnc2)ccc1=O)Nc1ccc2c(c1)OCO2,66
CN(C)C(=O)Nc1cc(Cl)cc(Cl)c1,65
O=C1CN(C(=O)CCCS(=O)(=O)c2ccc(F)cc2)c2ccccc2N1,53
CCS(=O)(=O)c1ccccc1C(=O)Nc1cccc(-c2nc3ccccc3o2)c1,59
CCOC(=O)C1=C(O)CN=C1C,51
COc1ccc(NC(=O)NCCCn2nc(-c3ccc(F)cc3)ccc2=O)cc1,68
CCOC(=O)N1CCc2c(sc(NC(=O)c3cccs3)c2C#N)C1,68
O=S(=O)(NCCN1CCN(c2ccccc2)CC1)c1cc(Cl)ccc1Cl,62
O=C(NCCN1CCN(c2ccc(F)cc2)CC1)C(=O)Nc1ccon1,62
Nn1c(SCC(=O)Nc2nccs2)nnc1-c1ccco1,55
CN(C(=O)C1CCN(S(C)(=O)=O)CC1)c1ccccc1,69
O=C(NC(=S)Nc1ccccn1)c1ccccc1,61
CN1CCN(CC(=O)Nc2ccc(F)cc2F)CC1,56
O=C(NNC(=O)c1ccccc1C(F)(F)F)c1ccc(=O)n(Cc2ccccc2)c1,64
N#Cc1ccc(-c2cccc([N+](=O)[O-])c2)o1,55
O=S(=O)(c1c(Cl)cccc1Cl)N1CCN(c2ccccc2)CC1,56
O=C(Nc1nc2c(ccc3ccccc32)s1)c1ccno1,51
O=C(Nc1nnc(CS(=O)(=O)c2ccccc2)o1)c1ccc2c(c1)OCCO2,53
CCCOc1nn(CCC)cc1C(=O)N1CCN(C(=O)c2ccco2)CC1,56
Clc1ccc2c(c1)C1CC(c3ccc4c(c3)OCO4)=NN1C(c1cccnc1)O2 (centres undefined),61
Cn1c(C(C#N)C(=O)c2ccccc2Br)nc2ccccc21 (centres undefined),55
Cc1cc(NS(=O)(=O)c2ccc3c(c2)OCCO3)no1,52
CSc1ccc(NC(=O)c2sc(C)nc2C)nn1,62
Cc1cccc(C(=O)c2ccccc2C(=O)O)c1,53
Cn1ccnc1SCc1nccn1Cc1ccc(Cl)cc1,53
COc1ccc(S(=O)(=O)Nc2ccc3c(c2)C(=O)Nc2ccccc2O3)cc1F,67
Cc1cc(NC(=O)C(=O)NCC(c2ccc3c(c2)CCN3C)N2CCCCC2)c2ccccc2n1 (centres undefined),61

6 records picked at random from the list so far:
SMILES,RMI-FANCM inh
Cc1cc(NC(=O)C(=O)NCC(c2ccc3c(c2)CCN3C)N2CCCCC2)c2ccccc2n1 (centres undefined),61
COc1ccc(S(=O)(=O)Nc2ccc3c(c2)C(=O)Nc2ccccc2O3)cc1F,67
Cn1c(C(C#N)C(=O)c2ccccc2Br)nc2ccccc21 (centres undefined),55
Clc1ccc2c(c1)C1CC(c3ccc4c(c3)OCO4)=NN1C(c1cccnc1)O2 (centres undefined),61
O=C(Nc1nc2c(ccc3ccccc32)s1)c1ccno1,51
O=C(Nc1nnc(CS(=O)(=O)c2ccccc2)o1)c1ccc2c(c1)OCCO2,53

(more compounds)
SMILES,RMI-FANCM inh
COc1cccc(C(=O)NCCc2ccc(N(C)C)cc2)c1,70
Cc1onc(-c2ccccc2Cl)c1C(=O)Nc1nnc(SCc2ccccc2F)s1,59
O=C(CN1C(=O)CSc2ccc(S(=O)(=O)N3CCOCC3)cc21)NCCc1c[nH]c2ccccc12,58
O=C(Cc1cc(=O)[nH]c(SCc2ccccc2F)n1)NCc1cccnc1,60
O=C(NCCN1CCN(c2ccccc2)CC1)C(=O)Nc1ccc2c(c1)OCCO2,65
Cc1cc(C(=O)Nc2ccc(S(N)(=O)=O)cc2)no1,56
O=C(C1CC1)N1CCc2ccc(NS(=O)(=O)c3ccc4c(c3)OCCO4)cc2C1,64
COc1cccc(-c2cc(=O)[nH]c(SCc3nc(-c4ccc(SC)cc4)no3)n2)c1,65
Nc1nc(-c2cccc([N+](=O)[O-])c2)cs1,59&52
COc1ccc(Cl)cc1C(=O)NCCS(=O)(=O)N1CCc2ccccc2C1,64
COc1cc2c(cc1OC)CN(C(=O)CSc1nc3scc(-c4ccc(C)cc4)c3c(=O)n1-c1ccccc1)CC2,76
CCOc1ccc(Nc2nn3c(=O)c4cc(C)ccc4nc3s2)cc1,96
O=c1c2ccccc2cc(Br)c2sccc12,42
Cc1ccc(NC(=O)C(=O)NCCc2ccc(Cl)cc2)c([N+](=O)[O-])c1,53
O=[N+]([O-])c1ccc(NS(=O)(=O)Cc2ccccc2F)cc1,69
Cn1c(-c2ccccc2)c[nH]c1=S,60
COC(=O)c1sccc1S(=O)(=O)Nc1ccc(N2CCCCC2)cc1,57
Cc1nc(-c2ccccc2)sc1C(=O)NCCCn1nc(-c2ccco2)ccc1=O,66
CN1N=C2c3ccccc3CCCC2C1c1ccc(C(C)(C)C)cc1 (centres undefined),59
COC(=O)C1CCN(C(=O)c2cccnc2-c2nc3ccccc3s2)CC1,61
CC(C)NC(=O)N1CCCC(c2nnc(Cc3ccc(F)cc3)o2)C1 (centres undefined),62
COc1ccc(-n2c(C)nc3ccc(NC(=O)Cc4cccs4)cc3c2=O)cc1,62
O=C(N/N=C\c1cccc([N+](=O)[O-])c1)c1ccccc1-n1cccc1,53
O=c1[nH]c(=S)[nH]c2c1cnn2-c1ccc(F)cc1,71
CC1CN(c2ncnc3ccsc23)CC(C)O1 (centres undefined),53
CCOC(=O)c1nn(-c2ccccc2Cl)c(=O)cc1OS(=O)(=O)c1ccc2c(c1)CCCC2,51
CC(Oc1ccccc1)C(=O)Nc1sccc1-c1nc2ccccc2s1 (centres undefined),116
CCOC(=O)CCc1c(C(=O)OCC)[nH]c2c1CC(=O)NC2,32*
COc1c([N+](=O)[O-])cc(C23CC4CC(CC(C4)C2)C3)cc1[N+](=O)[O-],56
O=C(c1cc2ccccc2o1)N1CCN(Cc2nc(-c3ccc(F)cc3)cs2)CC1,62
CCOc1ccc(-c2cccc(NC(=O)COc3ccc(C(=O)c4ccccc4)cc3)c2)nn1,110
Cc1cc(C)c(C)c(S(=O)(=O)Nc2ccccc2C(=O)O)c1C,56
CC(C)(C)c1cc(C(F)(F)F)[nH]n1,52
Cc1cc(Br)c2nc(-c3ccncc3)oc(=O)c2c1,63
N/C(CS(=O)(=O)Cc1cccc(C(F)(F)F)c1)=N/OC(=O)c1ccc(C(F)(F)F)cc1,61&54
O=S(=O)(Cl)c1ccc(C23CC4CC(CC(C4)C2)C3)cc1,56

Ordered by value in RMI-FANCM inh (smallest number first): 3 from the list above
SMILES,RMI-FANCM inh
O=C(c1cc2ccccc2o1)N1CCN(Cc2nc(-c3ccc(F)cc3)cs2)CC1,62
Cc1cc(Br)c2nc(-c3ccncc3)oc(=O)c2c1,63
CCOc1ccc(-c2cccc(NC(=O)COc3ccc(C(=O)c4ccccc4)cc3)c2)nn1,110

Additional structures
SMILES,RMI-FANCM inh
O=C(O)c1ccno1,67
NC(=O)C1CCN(C(c2ccccc2Cl)c2sc3nc(-c4ccco4)nn3c2O)CC1 (centres undefined),54
Cc1ccc2oc(C(=O)Nc3cc(C)on3)c(C)c2c1,58
C=CCN1C(=O)/C(=c2\sc3nc(=O)c(Cc4ccccc4)nn3c2=O)c2ccccc21,63
COc1ccc(C2CC(c3cccs3)=NN2C(=O)CSc2nc(C(F)(F)F)cc(=O)[nH]2)cc1OC (centres undefined),78
COc1cccc2sc(NC(=O)c3cccs3)nc12,68
COc1ccc(NC(=O)CSc2ncc(S(=O)(=O)c3cccs3)c(N)n2)cc1Cl,75
C=CC(C)(C)OCC(O)CN1CCN(CCN2C(=O)c3cccc4cccc(c34)C2=O)CC1 (centres undefined),61
COC(=O)c1ccc(NC(=O)CSc2nnc(NC(=O)/C=C/c3ccc4c(c3)OCO4)s2)cc1,80
